# FBW7 activator: human FBW7 E3 ligase activation, primary screen; Q969H0; AlphaScreen FBW7–phospho-cyclin E peptide binding, activator screen; normalized activity (activation), % at 26.1 µM; 650,000 tested, 0.13% active; AID 1259310; in the data active means normalized activity above about 1.9%;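 further: purified mutant Fbw7 with reduced substrate affinity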
# MITF primary: inhibitors of human MITF. O75030. AlphaScreen MITF homodimerization, bead proximity signal. inhibition, % at 2.6 µM. 650,000 tested, 0.91% active. AID 1259374; in the data active means inhibition above about 50%;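 further: 0% = vehicle wells with protein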
# Target sequence (O75030 whole entry, looked up): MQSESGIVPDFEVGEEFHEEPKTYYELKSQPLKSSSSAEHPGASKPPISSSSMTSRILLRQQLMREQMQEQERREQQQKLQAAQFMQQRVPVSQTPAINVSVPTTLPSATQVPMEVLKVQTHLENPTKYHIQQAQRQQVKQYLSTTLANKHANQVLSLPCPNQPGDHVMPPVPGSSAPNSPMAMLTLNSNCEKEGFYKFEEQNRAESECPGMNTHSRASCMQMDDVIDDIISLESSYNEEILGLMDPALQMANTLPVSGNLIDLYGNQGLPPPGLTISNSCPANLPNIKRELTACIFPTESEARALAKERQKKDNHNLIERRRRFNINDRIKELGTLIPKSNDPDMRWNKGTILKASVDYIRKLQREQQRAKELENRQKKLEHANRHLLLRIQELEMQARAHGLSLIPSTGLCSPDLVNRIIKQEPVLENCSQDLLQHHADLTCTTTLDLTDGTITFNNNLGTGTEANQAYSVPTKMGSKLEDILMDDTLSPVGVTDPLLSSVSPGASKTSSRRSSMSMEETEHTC
# GPR151 ag: activators of human GPR151; Q8TDV0; PathHunter beta-arrestin GPR151 cells, luminescence; activation, % at 11.2 µM; 650,000 tested, 1% active; AID 1508602; in the data active means activation above about 4.9%;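 further: 0% = median of compound wells and 100% = cells with positive control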
# Target sequence (Q8TDV0 whole entry, looked up): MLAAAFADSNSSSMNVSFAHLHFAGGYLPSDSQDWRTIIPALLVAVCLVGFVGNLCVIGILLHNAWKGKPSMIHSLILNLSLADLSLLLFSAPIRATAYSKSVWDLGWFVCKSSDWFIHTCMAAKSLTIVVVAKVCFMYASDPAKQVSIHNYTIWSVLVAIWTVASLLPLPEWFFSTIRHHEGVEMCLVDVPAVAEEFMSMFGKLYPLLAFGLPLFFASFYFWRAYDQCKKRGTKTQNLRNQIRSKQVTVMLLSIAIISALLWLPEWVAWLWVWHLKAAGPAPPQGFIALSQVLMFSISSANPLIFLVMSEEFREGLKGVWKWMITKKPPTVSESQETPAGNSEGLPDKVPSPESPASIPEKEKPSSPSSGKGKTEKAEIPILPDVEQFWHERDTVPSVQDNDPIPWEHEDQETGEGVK
# TEAD-YAP block: TEAD-YAP interaction inhibition; 640,000 tested, 1.4% active; HEK-TIYL cells, TEAD-Gal4/YAP UAS-luciferase luminescence; inhibition, % at 9.12 µM; AID 1259422; in the data active means inhibition above about 32%;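 further: 0% = median of test compound wells and 100% = reference inhibitor wells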
# * hit, by the source's call; . = no result given.
no.	canonical_smiles	FBW7 activator	MITF primary
1	O=C(c1ccc(OC2CCN(Cc3nccs3)CC2)cc1)N1CCCCC1	0.0	0
2	Cc1ccc(-n2c(SCC(=O)c3ccc(Br)cc3)nc3ccsc3c2=O)cc1C	-0.1	3
3	O=C(Cc1coc2ccc3ccccc3c12)NC1CCN(Cc2ccccc2)CC1	-0.1	-1
4	N#CC1=C(N)Oc2c(sc3ccccc23)C1c1cccc2ccccc12 (stereo not given)	0.0	8
5	COc1cccc(/C=C/c2ccc3cccc(OC(C)=O)c3n2)c1OC(C)=O	0.1	9
6	NC(=O)C(=O)Nc1ccc2c(c1)OCCO2	-0.1	1
7	O=C1OC(c2ccc(-c3ccccc3)cc2)=N/C1=C\c1ccc(Br)cc1	0.1	7
8	COc1ccccc1/C=C/C(=O)OC(C)CN1CCCCC1 (stereo not given)	0.1	14
9	Cc1ccccc1N(CC(=O)Nc1cccnc1)S(C)(=O)=O	-0.2	11
10	COC(CNC(=O)Cn1ncc2c(=O)oc3ccccc3c21)OC	0.0	2
11	COc1ccc2c(c1OC)C(=O)N(c1ccc(C)cc1)C2	0.1	-4
12	C=CCN(c1ccc(C(=O)NCCSc2ccc(C)cc2)cc1)S(C)(=O)=O	0.1	10

no.	GPR151 ag	TEAD-YAP block
1	2.4	6
2	-0.1	3
3	1.6	2
4	-0.5	-6
5	-1.6	-13
6	3.8	-10
7	3.4	-2
8	0.4	-13
9	0.3	4
10	-0.4	-11
11	-0.5	-38
12	2.0	-1

# (list continues)
no.	canonical_smiles	FBW7 activator	MITF primary
13	CCOC(=O)C1=C(c2ccccc2)NC(=S)NC1c1ccccc1Br (stereo not given)	-0.2	3
14	Cc1ccc2oc(-c3ccc(Cl)c(NC(=O)CC(C)C)c3)nc2c1	-0.2	2
15	C/C(=N\NC(=O)CCc1c(C)n[nH]c1C)c1ccccc1	0.0	6
16	Cc1ccc(C(=O)N2CCN(c3ccc(C(F)(F)F)cc3[N+](=O)[O-])CC2)cc1	-0.2	4
17	C=CCNS(=O)(=O)c1cccc([N+](=O)[O-])c1	-0.1	-2
18	COc1ccc(-c2nc(C)cc(NCc3nc4ccccc4[nH]3)n2)cc1	-0.1	1
19	CC(=O)NC(CC(=O)O)C(=O)O (stereo not given)	0.0	-1
20	CC(C(=O)N1c2ccccc2CCc2ccccc21)N1C(=O)c2ccccc2C1=O (stereo not given)	0.0	0
21	CCN(CC)C(=O)CSc1nnc2scc(-c3ccc(Cl)cc3)n12	0.5	11
22	CCCCOc1ccc(-c2nc(C=Nc3cccnc3Cl)c(O)o2)cc1	0.0	16
23	CCN(C(=O)c1cnc(N2CCN(c3ccccn3)CC2)c2ccccc12)c1ccc(C)c(C)c1	-0.1	6
24	O=C(O)c1nccnc1C(=O)NCc1ccccc1	0.3	8

no.	GPR151 ag	TEAD-YAP block
13	1.8	2
14	-0.2	-27
15	0.6	-5
16	0.2	-9
17	-2.0	8
18	-2.3	-21
19	-0.6	3
20	-0.2	-8
21	-1.1	9
22	-0.7	3
23	3.7	11
24	0.1	1

# Part of the list above in order of number of heavy atoms, rising.
no.	canonical_smiles	FBW7 activator	MITF primary
17	C=CCNS(=O)(=O)c1cccc([N+](=O)[O-])c1	-0.1	-2
15	C/C(=N\NC(=O)CCc1c(C)n[nH]c1C)c1ccccc1	0.0	6
22	CCCCOc1ccc(-c2nc(C=Nc3cccnc3Cl)c(O)o2)cc1	0.0	16

no.	GPR151 ag	TEAD-YAP block
17	-2.0	8
15	0.6	-5
22	-0.7	3

# (listing goes on)
no.	canonical_smiles	FBW7 activator	MITF primary
25	CC(C)C1C(=O)OC2c3ccccc3C(=O)N21 (stereo not given)	0.1	0
26	CCN1CCCC1CNC(=O)C1c2ccccc2C(=O)N(c2ccc(OC)cc2)C1c1ccc(OC)cc1 (stereo not given)	0.0	-5
27	O=C(Nc1cccc(-c2nnc(-c3ccco3)o2)c1)c1cccc(Br)c1	-0.3	17
28	N#C/C(=C/c1ccc(S(=O)(=O)c2ccc(Cl)cc2)cc1)c1nc2ccccc2[nH]1	0.0	-17
29	CCCCNCCCOc1cc(C)ccc1Cl	0.1	-2
30	COC(=O)c1ccc(C(=O)OC)c(NC(=O)COC(=O)c2cc(=O)c3ccccc3o2)c1	0.0	12
31	O=C(NCCN1CCOCC1)c1ccc(N2CCCC2=O)cc1	0.0	-6
32	CC1CCC(C(C)C)C(OC(=O)CN2C(=O)CN(c3ccccc3)C2=O)C1 (stereo not given)	0.3	13
33	COc1ccc(-c2cc(C(F)(F)F)n3ncc(C(=O)NCc4ccc5c(c4)OCO5)c3n2)cc1OC	0.1	22
34	CCOc1ccc(S(=O)(=O)N(CC(=O)NCc2ccccc2)c2ccccc2)cc1	-0.1	2
35	Cc1ccc([N+](=O)[O-])cc1-c1ccc(/C=C2/C(=N)N3C=CSC3=NC2=O)o1	-0.1	2
36	CCOc1ccc(-n2c(-c3ccccc3)csc2=NC(C)=O)cc1	0.1	-1

no.	GPR151 ag	TEAD-YAP block
25	0.6	4
26	1.3	-13
27	0.0	-3
28	-0.2	-19
29	-1.2	-14
30	1.6	10
31	-0.4	-8
32	2.7	-11
33	0.4	-11
34	0.9	3
35	0.5	-3
36	-1.1	-5

# (next part)
no.	canonical_smiles	FBW7 activator	MITF primary
37	COc1ccc(NC(=O)CSc2nc3ccc(NC(C)=O)cc3s2)cc1	0.1	7
38	O=C(Nc1ccc(S(=O)(=O)C(F)F)cc1)c1ccc(C(F)(F)F)cc1	-0.3	-10
39	CN(N=Nc1cccc([N+](=O)[O-])c1)c1cccc([N+](=O)[O-])c1	0.6	14
40	O=C(Nc1cccc(Cl)c1)N1CCN(Cc2cc3cccc4c3n(c2=O)CCC4)CC1	-0.1	-1
41	Cn1ncc(Cl)c1C(=O)Nc1nc2ccc(Cl)cc2s1	0.2	12
42	Cc1cc(C)cc(C(=O)NCCn2cc(SCC(N)=O)c3ccccc32)c1	-0.1	6
43	O=C1CC(N(Cc2ccc3c(c2)OCO3)C(=O)c2ccc(Cl)cc2)C(=O)N1c1ccc(Cl)cc1 (stereo not given)	0.5	7
44	COc1cccc(C(=O)NC2(C(F)(F)F)NC(=O)N(c3ccccc3)C2=O)c1 (stereo not given)	-0.1	3
45	COC(=O)n1c(SCC(=O)N(C)C)nc2ccccc21	0.2	11
46	CCOc1ccc(S(=O)(=O)N(CC(=O)Nc2ccccc2Cl)c2ccccc2)cc1	0.0	-3
47	CN(CCc1nc2ccccc2[nH]1)C(=O)CC1C(=O)NCCN1C1CCCC1 (stereo not given)	0.1	-5
48	CCCC(=O)N1CCN(c2ccc(Nc3cc(C)ccn3)nn2)CC1	-1.1	14

no.	GPR151 ag	TEAD-YAP block
37	1.8	-46
38	0.1	-6
39	-0.4	5
40	2.3	5
41	-6.5	-57
42	0.7	9
43	0.2	3
44	-0.4	9
45	-1.1	-15
46	0.4	-3
47	-0.1	6
48	1.6	-1

# Next entries follow:
no.	canonical_smiles	FBW7 activator	MITF primary
49	OCCC1CN(Cc2c[nH]c3ccccc23)CCN1Cc1ccsc1 (stereo not given)	0.0	8
50	CCCSc1nnc2c(n1)OC(C(=O)c1ccccc1)Nc1ccccc1-2 (stereo not given)	-0.2	5
51	CCC(=O)N1CCc2cc(S(=O)(=O)NCCN(CC)c3ccccc3)ccc21	0.1	8
52	COc1cc2c(cc1OC)CN(Cc1cc(OC)c3c(c1)OCO3)CC2	-0.2	24
53	Cc1noc(NS(=O)(=O)c2cccc3c(N(C)C)cccc23)c1C	0.2	24
54	O=C(c1ccc(Br)cc1)N(c1ccccc1)C1C=CS(=O)(=O)C1 (stereo not given)	1.2	9
55	CCc1cc[n+](C2=Nc3ccccc3NC2=C(C#N)C#N)cc1	-0.3	3
56	COc1ccc(C(=O)CSc2nc(N)nc(SC)c2C#N)cc1	-0.1	-4
57	CSc1ncccc1C(=O)NCC1Cc2cc(-c3ccccc3C(C)=O)ccc2O1 (stereo not given)	-0.1	0
58	c1cncc(CNc2c3c(nc4nnnn24)CCCC3)c1	0.0	4
59	c1csc(-c2cn3c4ccccc4n(CCN4CCOCC4)c3n2)c1	1.0	7
60	Cn1ncc2c(Nc3ccc4c(c3)OCO4)ncnc21	0.1	6

no.	GPR151 ag	TEAD-YAP block
49	0.7	-8
50	1.1	-52
51	4.6	0
52	0.3	2
53	0.8	.
54	0.8	-12
55	0.0	4
56	3.4	-1
57	0.5	-2
58	0.1	3
59	-0.1	8
60	-4.1	-28

# Other structures follow.
no.	canonical_smiles	FBW7 activator	MITF primary
61	CCOC(=O)c1nnn(-c2nonc2N)c1CSc1ccc(C)cc1	0.0	9
62	COc1ccc(/C=C2/NC(=O)NC2=O)c(OC)c1	0.0	20
63	O=C(CSc1nc2ccccc2c(=O)n1C1CC1)c1ccc(Br)cc1	-0.1	2
64	COCc1cc(=O)[nH]c(/N=C(\NC(=O)c2ccccc2)Nc2ccccc2)n1	1.1	8
65	CCOC(=O)C1=C(C)N=c2s/c(=C/c3c[nH]c4ccccc34)c(=O)n2C1c1cccc(OC)c1 (stereo not given)	-0.1	-14
66	C=C(C)c1cccc(C(C)(C)NC(=O)Nc2ccc(C(=O)OCCOC)cc2)c1	0.1	4
67	COc1ccc(C2CC(c3ccccc3)=NN2S(=O)(=O)c2ccccc2)cc1 (stereo not given)	0.4	7
68	Cc1ccc(C(=O)NC(C(=O)N(C)C)=C(Cl)Cl)cc1	0.0	-5
69	N#Cc1cc2c(nc1SCC(=O)c1ccccc1)CCC2	0.0	-6
70	CC(=O)OCc1ccc(CN2CCc3c(nc(N4CCCCC4)[nH]c3=O)C2)o1	0.0	5
71	O=C(c1ccco1)N1C(=O)c2cccc3c(S(=O)(=O)N4CCCC4)ccc1c23	-0.1	20
72	Cc1cc2nc3s/c(=C/c4ccc(F)cc4)c(=O)n3c2cc1C	-0.1	-6

no.	GPR151 ag	TEAD-YAP block
61	0.2	8
62	1.4	-15
63	-2.0	-7
64	-0.1	-25
65	-0.1	0
66	-0.3	-3
67	2.1	-4
68	-0.1	0
69	-2.5	-36
70	2.2	-4
71	0.3	0
72	-1.5	0

# (listing goes on)
no.	canonical_smiles	FBW7 activator	MITF primary
73	CCCN(CCC)Cc1c(C(=O)N/N=C/c2cccc(F)c2)nnn1-c1nonc1N	0.1	-17
74	O=C(OCc1csc(-c2ccccc2)n1)c1ccc([N+](=O)[O-])s1	-0.1	7
75	O=C(Nc1nc2c(s1)CCc1ccccc1-2)c1cccs1	0.1	-3
76	Cc1nnsc1C(=O)Nc1ccccc1F	0.1	-1
77	CN(C)CCCOC(=O)c1ccc(Cl)cc1Cl	0.1	8
78	O=C(CSc1nnc(-c2ccncc2)o1)Nc1ccc(F)cc1	-0.3	13
79	O=C(COc1ccc2ccccc2c1)Nc1c2c(nn1-c1ccc(F)cc1)CS(=O)(=O)C2	0.0	-3
80	Cc1ccc(-n2c(SCC(=O)N3CCOCC3)nc(O)c(Cc3ccccc3)c2=O)cc1	0.3	7
81	O=C(Nc1ccccc1F)C1CCCN(c2nnc(N3CCCC3=O)s2)C1 (stereo not given)	-0.4	9
82	Cn1c(=O)c2c(nc(Br)n2Cc2ccccc2Cl)n(C)c1=O	-0.1	-12
83	COc1ccc(C2C3=C(CC(C)(C)CC3=O)Nc3ccccc3N2C(=O)C2CC2)cc1 (stereo not given)	0.0	-5
84	COc1ccc(C2C3=C(CCCC3=O)Nc3nc(SC)nn32)cc1 (stereo not given)	0.0	-2

no.	GPR151 ag	TEAD-YAP block
73	-0.2	-10
74	-0.1	-11
75	1.9	-21
76	-0.4	0
77	-0.2	0
78	1.8	6
79	0.0	-7
80	0.2	10
81	5.0*	3
82	-0.1	-11
83	2.6	9
84	1.3	11

# Additional records follow.
no.	canonical_smiles	FBW7 activator	MITF primary
85	CC(C)[C@@H](C(=O)N1CCOCC1)N1C(=O)c2ccccc2C1=O	0.1	-18
86	COc1ccc(CC(=O)NCCc2ccc(S(N)(=O)=O)cc2)cc1OC	-0.5	0
87	O=S(=O)(NC12CC3CC(CC(C3)C1)C2)c1cccc(S(=O)(=O)N2CCOCC2)c1	0.1	4
88	COc1ccc(S(=O)(=O)NC2CCCCC2)c(C)c1C	0.5	9
89	CCCCCn1c(=S)[nH]c2cc(C(=O)Nc3ccccc3OC)ccc2c1=O	-0.1	6
90	C[C@@H](OCc1ccccc1)[C@@H]1NC(=O)[C@H]2CN(Cc3cccc(F)c3)CCN2C1=O	-0.4	6
91	COc1cccc(NC(=S)NCc2ccccn2)c1	-0.2	26
92	N#CCCn1cc(C=C2C(=O)NC(=S)NC2=O)c(-c2ccc(Cl)cc2)n1	0.5	8
93	CC(=O)N1C(=O)Cc2cc([N+](=O)[O-])ccc21	0.1	-17
94	Cc1ccc(-c2csc(NC3=NCCCCC3)n2)cc1	0.2	13
95	Cc1sc2ncnc(NCCCN3CCCC3=O)c2c1C	0.6	-4
96	CN(C)/C=N/n1cnc2ccccc2c1=O	0.1	-5
97	CCCS(=O)(=O)N1CCN(C(=O)COc2ccc(Br)cc2)CC1	0.3	-9

no.	GPR151 ag	TEAD-YAP block
85	2.8	5
86	1.8	-5
87	-0.7	2
88	0.7	18
89	0.6	-2
90	-0.1	0
91	-5.1	17
92	0.0	0
93	-0.1	-5
94	-1.3	-20
95	0.8	-10
96	-0.9	-9
97	0.2	-36

# Profiles as entered above.
# `Cc1sc2ncnc(NCCCN3CCCC3=O)c2c1C` is listed as FBW7 activator: 0.6; MITF primary: -4; GPR151 ag: 0.8; TEAD-YAP block: -10
# `CN(C)/C=N/n1cnc2ccccc2c1=O` is listed as FBW7 activator: 0.1; MITF primary: -5; GPR151 ag: -0.9; TEAD-YAP block: -9

# The order is random. About 3.4% of those tested had a hit in this group.
